FXN GAA850 act – FXN promoter activators, primary screen, cell-based, luciferase luminescence, HEK293 lucGAA850 | HEK293 lucGAA850 FXN promoter luciferase reporter, 24 h; percent of 10 µM SAHA response | activation, % at 6 µM | hit rate 0.56% among 360,000 | AID 540364, 2011;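 active = activation above the average of all compounds screened plus 3 SD, cutoff fixed separately per campaign, cut at about 7.5% in these data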;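 also: 0% = DMSO wells and 100% = 10 µM SAHA wells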
ADAM17 inh – ADAM17 inhibitors, primary screen, biochemical, QFRET; Disintegrin and metalloproteinase domain-containing protein 17 (Homo sapiens), P78536; inhibition, % at 6.95 µM; hit rate 0.83% among 370,000; recombinant ADAM17, EDANS/DABCYL FRET peptide cleavage;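 active = inhibition above the mean of compounds lying between control limits plus 3 SD, set per campaign, cut at about 8.5% in these data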;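 also: 0% = DMSO-only wells as the low control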
hcDAF12 agonist – H. contortus DAF-12 nuclear receptor activators, primary screen, cell-based, luminescence, HEK293, lit1-tk-luc reporter. HEK293 hcDAF-12 lit1-tk-luc reporter; 0% DMSO, 100% Δ7-dafachronic acid. activation, % at 6.8 µM. hit rate 1.4% among 370,000. AID 652067, 2013;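 active = activation above the mean of all tested compounds plus 3 SD, cut at about 5.5% in these data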;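 also: 100% = response to 3 µM Δ7-dafachronic acid high control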
hgDAF12 agonist – H. glycines DAF-12 receptor agonists, primary screen, cell-based, luminescence, HEK293, GAL4 fusion, UAS-luciferase; activation, % at 6.8 µM; HEK293 GAL4-hgDAF12 UAS-luciferase reporter, agonist luminescence; normalized to butyrate control; hit rate 1.8% among 370,000; Nuclear hormone receptor DAF-12 (Heterodera glycines), GAL4 fusion;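 active = activation above a cutoff set at the mean of all screened compounds plus 3 SD, cut at about 10% in these data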;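 also: 0% = DMSO wells and 100% = sodium butyrate wells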
ssDAF12 agonist – S. stercoralis DAF-12 nuclear receptor activators, primary screen, cell-based, luminescence, HEK293, GRIP1 co-expression, lit1-tk-luc. HEK293 ssDAF-12/GRIP1 lit1-tk-luc reporter; % of 3 µM dafachronic acid response. hit rate 1% among 370,000. activation, % at 6.8 µM;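 active = activation above the mean over all tested compounds plus 3 SD, cut at about 0.9% in these data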;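 also: 0% = DMSO-only wells and 100% = 3 µM delta7-dafachronic acid wells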
DAX1 inh-1 – DAX1 (NR0B1) inhibitors, primary screen, cell-based, HEK293, Gal4-DAX1, luciferase luminescence; Nuclear receptor subfamily 0 group B member 1 (Homo sapiens), P51843; HEK293 Gal4-DAX1 luciferase reporter; inhibition, % at 6.75 µM; hit rate 0.99% among 340,000; AID 504766, 2011;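 active = inhibition above the mean over all tested compounds plus 3 SD, cut at about 4.2% in these data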;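 also: 0% = DAX1-transfected cells with DMSO and 100% = empty-vector control cells with DMSO; inhibition shows as a rise in luminescence from relieved DAX1 repression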
Target sequence (P51843 207-470 limits assumed): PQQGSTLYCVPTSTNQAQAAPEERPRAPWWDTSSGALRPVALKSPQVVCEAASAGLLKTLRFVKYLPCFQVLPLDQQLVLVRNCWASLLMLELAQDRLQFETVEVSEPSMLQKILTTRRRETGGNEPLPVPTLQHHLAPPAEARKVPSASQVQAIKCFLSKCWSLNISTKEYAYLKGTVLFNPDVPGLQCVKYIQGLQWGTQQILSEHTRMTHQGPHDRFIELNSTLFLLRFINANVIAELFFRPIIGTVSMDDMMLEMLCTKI
PLC-beta3 inh – human PLC-beta3 inhibitors, primary screen, biochemical, fluorescence; hit rate 0.18% among 370,000; inhibition, % at 12.2 µM; Purified PLC-beta3, fluorogenic substrate; 1-phosphatidylinositol 4,5-bisphosphate phosphodiesterase beta-3 (Homo sapiens), Q01970; in the data active = inhibition above about 11%;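 also: 0% = median of compound wells on plate and 100% = full blocker control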
HGIII-sPLA2 inh – human group III sPLA2 inhibitors, primary screen, biochemical, QFRET, BODIPY PC-A2 liposome substrate; QFRET BODIPY PC-A2 liposome hydrolysis, fluorescence; inhibition, % at 12.2 µM; hit rate 0.56% among 370,000; AID 743126, 2013;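 active = inhibition above mean plus 3 SD of compounds lying within the high and low control bounds, cut at about 19% in these data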;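 also: 0% = median of test compound wells and 100% = no enzyme DMSO wells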
Target sequence (Q9NZ20 whole entry, looked up): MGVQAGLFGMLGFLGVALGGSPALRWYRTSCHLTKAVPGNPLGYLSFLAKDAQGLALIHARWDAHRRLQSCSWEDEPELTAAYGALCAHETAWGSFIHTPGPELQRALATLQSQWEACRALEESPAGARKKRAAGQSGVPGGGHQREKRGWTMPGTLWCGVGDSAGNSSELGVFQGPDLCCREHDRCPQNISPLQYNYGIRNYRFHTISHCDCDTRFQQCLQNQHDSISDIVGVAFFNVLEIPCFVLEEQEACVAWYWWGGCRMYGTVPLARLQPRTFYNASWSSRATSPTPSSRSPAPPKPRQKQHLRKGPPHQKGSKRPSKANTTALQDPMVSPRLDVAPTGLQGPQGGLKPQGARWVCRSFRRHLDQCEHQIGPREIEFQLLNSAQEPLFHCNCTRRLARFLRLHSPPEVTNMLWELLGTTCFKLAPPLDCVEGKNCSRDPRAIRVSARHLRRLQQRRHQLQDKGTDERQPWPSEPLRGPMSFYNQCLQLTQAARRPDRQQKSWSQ
PLCg1 inh – PLC-gamma1 enzyme inhibitors, primary screen, biochemical, fluorescence, purified enzyme. 1-phosphatidylinositol 4,5-bisphosphate phosphodiesterase gamma-1 (Homo sapiens), P19174. fluorogenic substrate. inhibition, % at 12.2 µM. hit rate 0.84% among 370,000. AID 720700, 2013; in the data active = inhibition above about 9.5%
ADAM10 inh – human ADAM10 inhibitors, primary screen, biochemical, QFRET, HTS | Disintegrin and metalloproteinase domain-containing protein 10 (Homo sapiens), O14672 | recombinant ADAM10, EDANS/DABCYL FRET peptide cleavage, 3 h | hit rate 0.62% among 370,000 | AID 720582, 2013 | inhibition, % at 7 µM;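 active = inhibition above a per-campaign cutoff equal to the mean of compounds falling between control-based bounds plus 3 SD, cut at about 20% in these data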;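 also: 0% = DMSO wells while the 100% control is not disclosed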
DAX1 inh-2 – DAX1 (NR0B1) inhibitors on StAR promoter, primary screen, cell-based, luminescence, SF-1 (NR5A1), full-length DAX-1; HEK293T StAR-luciferase reporter, SF-1/DAX-1 repression relief; inhibition, % at 6.8 µM; hit rate 1.1% among 370,000; AID 652010, 2013;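 active = inhibition above the mean over all tested compounds plus 3 SD, cut at about 3.6% in these data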;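 also: 0% = DAX-1 cells with DMSO and 100% = cells lacking DAX-1 with DMSO; higher inhibition means more luminescence from relief of DAX-1 repression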
Numbers without * were called inactive. The order is random; overall some 6.9% were active at least once.

`CN(C)/C=C/c1onc(-c2c(Cl)cccc2Cl)c1C#N` gave FXN GAA850 act 1.4, ADAM17 inh -1, hcDAF12 agonist -0.5, hgDAF12 agonist 5.5, ssDAF12 agonist -0.8, DAX1 inh-1 -1.4, PLC-beta3 inh -24, HGIII-sPLA2 inh 1, PLCg1 inh -15, ADAM10 inh -9 and DAX1 inh-2 -0.8.
For C/C(=N\NC(N)=S)C1(C)CCCCC1 the results were FXN GAA850 act -1.6, ADAM17 inh -4, hcDAF12 agonist 0.8, hgDAF12 agonist -1.2, ssDAF12 agonist -2.0, DAX1 inh-1 -2.0, PLC-beta3 inh -3, HGIII-sPLA2 inh 10, PLCg1 inh -2, ADAM10 inh -4 and DAX1 inh-2 -2.1.
Screening CCCS(=O)(=O)N1CCC(C(=O)N2CCc3ccccc3C2)CC1 returned FXN GAA850 act -1.8, ADAM17 inh -1, hcDAF12 agonist -0.5, hgDAF12 agonist -0.7, ssDAF12 agonist -0.8, DAX1 inh-1 -1.1, PLC-beta3 inh -3, HGIII-sPLA2 inh 8, PLCg1 inh 1, ADAM10 inh 5 and DAX1 inh-2 -0.1.
`CCOc1cc(C(=O)O)ccc1OCCOc1ccccc1` gave FXN GAA850 act -0.4, ADAM17 inh -5, hcDAF12 agonist 0.0, hgDAF12 agonist 0.7, ssDAF12 agonist -1.5, DAX1 inh-1 3.7, PLC-beta3 inh -8, HGIII-sPLA2 inh -1, PLCg1 inh 1, ADAM10 inh 9 and DAX1 inh-2 -0.1.
COc1ccc(NS(=O)(=O)c2ccc(S(=O)(=O)N3CCCC3)cc2)cc1Cl was read as FXN GAA850 act 0.2, ADAM17 inh 3, hcDAF12 agonist -0.2, hgDAF12 agonist -2.0, ssDAF12 agonist -1.0, DAX1 inh-1 1.3, PLC-beta3 inh 2, HGIII-sPLA2 inh -22, PLCg1 inh 15*, ADAM10 inh -1 and DAX1 inh-2 0.0.
`CC1=C(C(=O)N2CCCCCC2)CC(CC(=O)NC2CCCCC2)C(=O)N1Cc1ccc(F)cc1` (centres undefined) gave ADAM17 inh -3, hcDAF12 agonist -1.6, hgDAF12 agonist 3.8, ssDAF12 agonist -1.3, PLC-beta3 inh 2, HGIII-sPLA2 inh 1, PLCg1 inh -3, ADAM10 inh -1 and DAX1 inh-2 0.8.
`CS(=O)(=O)Nc1ccc(C2=NN(S(C)(=O)=O)C(c3ccc4nccnc4c3)C2)cc1` (centres undefined) gave FXN GAA850 act 0.4, ADAM17 inh -5, hcDAF12 agonist -0.9, hgDAF12 agonist 2.0, ssDAF12 agonist -0.5, DAX1 inh-1 0.0, PLC-beta3 inh -5, HGIII-sPLA2 inh -3, PLCg1 inh -1, ADAM10 inh 2 and DAX1 inh-2 -0.2.
For CC(=O)N1CCc2cc(S(=O)(=O)NCCC(=O)N3CCN(c4ccccn4)CC3)ccc21 the results were FXN GAA850 act 0.0, ADAM17 inh 1, hcDAF12 agonist -2.2, hgDAF12 agonist -0.2, ssDAF12 agonist -1.0, DAX1 inh-1 2.9, PLC-beta3 inh 3, HGIII-sPLA2 inh 5, PLCg1 inh 3, ADAM10 inh 2 and DAX1 inh-2 -0.2.
`CCOC(=O)COc1ccc2c(c1)C(=O)CC1(CCN(C(C)=O)CC1)O2` gave FXN GAA850 act -0.1, ADAM17 inh inactive, hcDAF12 agonist -0.7, hgDAF12 agonist 1.0, ssDAF12 agonist -1.8, DAX1 inh-1 -0.1, PLC-beta3 inh inactive, HGIII-sPLA2 inh 5, PLCg1 inh inactive, ADAM10 inh inactive and DAX1 inh-2 0.1.
`O=C(Cc1ccccc1Cl)N1CCN(c2ncccn2)CC1` gave FXN GAA850 act 2.5, ADAM17 inh -2, hcDAF12 agonist -1.4, hgDAF12 agonist -2.5, ssDAF12 agonist -1.9, DAX1 inh-1 -0.7, PLC-beta3 inh -6, HGIII-sPLA2 inh 3, PLCg1 inh -2, ADAM10 inh 0 and DAX1 inh-2 0.2.
For COc1ccc(/C=N/n2c(C)nnc2C)c(OC)c1 the results were FXN GAA850 act 0.1, ADAM17 inh -1, hcDAF12 agonist -0.5, hgDAF12 agonist 0.3, ssDAF12 agonist -0.9, DAX1 inh-1 0.8, PLC-beta3 inh 4, HGIII-sPLA2 inh 5, PLCg1 inh 3, ADAM10 inh 7 and DAX1 inh-2 -0.3.
Screening CC(C)c1csc(CN2CCC(N3CCC(C(=O)NCC4CCCO4)CC3)CC2)n1 (centres undefined) returned FXN GAA850 act 0.4, ADAM17 inh -5, hcDAF12 agonist 0.6, hgDAF12 agonist 0.6, ssDAF12 agonist -1.5, DAX1 inh-1 0.9, PLC-beta3 inh -5, HGIII-sPLA2 inh 2, PLCg1 inh 1, ADAM10 inh -6 and DAX1 inh-2 0.4.
CCOC(=O)N1CCC(NC(=O)C2CCN(C(=O)c3cc4oc(C)cc4n3Cc3c(F)cccc3Cl)CC2)CC1 was read as FXN GAA850 act 0.2, ADAM17 inh 4, hcDAF12 agonist -2.7, hgDAF12 agonist -1.4, ssDAF12 agonist -1.8, DAX1 inh-1 -0.5, PLC-beta3 inh 1, HGIII-sPLA2 inh -42, PLCg1 inh 2, ADAM10 inh 3 and DAX1 inh-2 0.3.
`Cc1ccc(Cn2nnc3c2-c2ccccc2S(=O)(=O)N(C)C3)cc1` gave ADAM17 inh -2, hcDAF12 agonist -2.4, hgDAF12 agonist -2.8, ssDAF12 agonist -1.7, PLC-beta3 inh 1, HGIII-sPLA2 inh 10, PLCg1 inh 1, ADAM10 inh 3 and DAX1 inh-2 -1.0.
Screening C[C@H](NC(=O)CCC1CCC(=O)N1)c1ccccc1 (some centres undefined) returned FXN GAA850 act 0.5, ADAM17 inh 2, hcDAF12 agonist -1.6, hgDAF12 agonist 0.5, ssDAF12 agonist -1.4, DAX1 inh-1 0.3, PLC-beta3 inh 6, HGIII-sPLA2 inh 5, PLCg1 inh 4, ADAM10 inh 5 and DAX1 inh-2 0.8.
`COc1ccc(S(=O)(=O)N2CCCCCC2)cc1C(=O)Nc1ccc(C)cn1` gave FXN GAA850 act 0.6, ADAM17 inh -1, hcDAF12 agonist 1.7, hgDAF12 agonist -3.2, ssDAF12 agonist -1.4, DAX1 inh-1 -1.4, PLC-beta3 inh -2, HGIII-sPLA2 inh -4, PLCg1 inh -4, ADAM10 inh -6 and DAX1 inh-2 0.0.
CCOc1ccc(C(=S)N2CCCC2)c(OCC)c1 was read as FXN GAA850 act -0.1, ADAM17 inh -4, hcDAF12 agonist 0.4, hgDAF12 agonist -0.3, ssDAF12 agonist -1.4, DAX1 inh-1 0.3, PLC-beta3 inh -1, HGIII-sPLA2 inh 6, PLCg1 inh 6, ADAM10 inh 0 and DAX1 inh-2 0.1.
`O=C(c1ccccc1)c1ccccc1C(=O)N1CCCC1` gave FXN GAA850 act 3.3, ADAM17 inh 1, hcDAF12 agonist 0.3, hgDAF12 agonist 0.5, ssDAF12 agonist -1.7, DAX1 inh-1 1.1, PLC-beta3 inh -87, HGIII-sPLA2 inh 7, PLCg1 inh 4, ADAM10 inh 1 and DAX1 inh-2 -0.4.
CCCn1c(=O)c(C(=O)NC(C)c2ccccc2)c(O)c2ccccc21 (centres undefined) was read as FXN GAA850 act 2.7, ADAM17 inh 2, hcDAF12 agonist 0.3, hgDAF12 agonist 1.6, ssDAF12 agonist -0.9, DAX1 inh-1 0.1, PLC-beta3 inh -3, HGIII-sPLA2 inh 0, PLCg1 inh 0, ADAM10 inh 1 and DAX1 inh-2 -1.0.
`COC(=O)C1=CN(c2ccc(Oc3ccccc3)cc2)C(N)=C(C#N)C1c1cccc(OC)c1OC` (centres undefined) gave ADAM17 inh -6, hcDAF12 agonist -0.6, hgDAF12 agonist -2.9, ssDAF12 agonist -0.9, PLC-beta3 inh -16, HGIII-sPLA2 inh 11, PLCg1 inh -7, ADAM10 inh -17 and DAX1 inh-2 0.3.
Screening Cc1cc(C)cc(N(CCC#N)C(=O)COC(=O)CNC(=O)c2sc3ccccc3c2Cl)c1 returned FXN GAA850 act -1.4, ADAM17 inh -3, hcDAF12 agonist -2.1, hgDAF12 agonist 1.0, ssDAF12 agonist -1.4, DAX1 inh-1 1.8, PLC-beta3 inh -3, HGIII-sPLA2 inh -11, PLCg1 inh -2, ADAM10 inh 2 and DAX1 inh-2 0.5.
Screening Cc1c(O)c2cccnc2[nH]c1=O returned FXN GAA850 act 4.6, ADAM17 inh -2, hcDAF12 agonist -0.5, hgDAF12 agonist 2.3, ssDAF12 agonist -0.9, DAX1 inh-1 0.2, PLC-beta3 inh -13, HGIII-sPLA2 inh 4, PLCg1 inh -12, ADAM10 inh -9 and DAX1 inh-2 0.1.
For O=C(COC(=O)CNC(=O)c1ccccc1)Nc1nc(-c2ccccc2)cs1 the results were FXN GAA850 act 0.6, ADAM17 inh 2, hcDAF12 agonist 1.3, hgDAF12 agonist 5.4, ssDAF12 agonist -0.3, DAX1 inh-1 0.1, PLC-beta3 inh 4, HGIII-sPLA2 inh -5, PLCg1 inh -22, ADAM10 inh 3 and DAX1 inh-2 0.6.
For COc1ccc2sc3ccccc3c(=O)c2c1 the results were FXN GAA850 act 4.0, ADAM17 inh -38, hcDAF12 agonist 0.8, hgDAF12 agonist 4.0, ssDAF12 agonist 0.4, DAX1 inh-1 0.6, PLC-beta3 inh -218, HGIII-sPLA2 inh 2, PLCg1 inh -164, ADAM10 inh -102 and DAX1 inh-2 1.3.
Cc1ccccc1-c1ccc2c(c1)[C@@H]1C[C@H]3[C@@H](CN1CC2)[C@H](C)OC(c1ccccc1)N3C (some centres undefined) was read as ADAM17 inh -17, hcDAF12 agonist -0.4, hgDAF12 agonist 2.4, ssDAF12 agonist -1.4, PLC-beta3 inh -78, HGIII-sPLA2 inh -2, PLCg1 inh -69, ADAM10 inh -72 and DAX1 inh-2 -0.4.
